S100A4 inh HTS: blocks human S100A4 binding to myosin IIA peptide | inhibition, % at 10.7 µM | 360,000 compounds, 0.14% hits | P26447 | S100A4/TAMRA-MyoIIA peptide fluorescence polarization;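 active = mean inhibition of at least 70% across replicates, with every replicate also reaching that level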
Target sequence (P26447 whole entry, looked up): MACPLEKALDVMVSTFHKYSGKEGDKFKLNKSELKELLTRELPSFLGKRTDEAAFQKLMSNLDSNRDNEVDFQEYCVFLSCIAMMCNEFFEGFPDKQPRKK
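Material: S100A4 monomer protein | Medium: HEPES pH 7.2 with CaCl2, KCl, NaCl, DTT, Triton | Reagent: Labelled myosin peptide probe, 5 nM | Doses: One dose per compound | Times: 5 min incubation before reading | Benchmarks: Neutral control DMSO, positive control TFP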
C2C12 statin: suppressors of simvastatin-induced myotoxicity in C2C12 myotubes | ATP luminescence, 48 h; scaled: DMSO 0, geranylgeraniol control 100 | rescue of ATP level, % at 7.49 µM | 330,000 compounds, 0.78% hits;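 active = mean ATP rescue above about 67%, or every replicate alone reaching that limit, limit read from the data, passing the limit was not always enough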;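 note: myotubes were challenged with 10 µM simvastatin during compound exposure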
esBAF inh: blocks esBAF chromatin remodeling in mouse ES cells | reporter increase, % at 12.5 µM | AID 602393 | 350,000 compounds, 2% hits | Bmi1-luciferase knock-in reporter, 24 h; 100% = twice the neutral-well signal; in the data active = activation above about 40%;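 note: 0% = median of the plate's neutral control wells and 100% = double that signal; a rise in the Bmi1 reporter signal indicates esBAF inhibition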
LGR2 inh: inhibitors of bursicon-induced Drosophila LGR2 receptor cAMP signaling; 380,000 compounds, 0.35% hits; inhibition, % at 9.99 µM; HEK293 LGR2, CRE-luciferase, bursicon-stimulated, 4 h;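 active = drop in luminescence signal, shown as inhibition above about 50% in the replicate tests, limit read from the data, passing the limit was not always enough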;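 note: agonist challenge used bursicon conditioned medium at about half maximal strength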
SIRT5 inh: blocks human SIRT5 desuccinylation of peptide; Q9NXA8; Purified SirT5, succinyl-peptide AMC, trypsin-coupled fluorescence; inhibition, % at 15 µM; 330,000 compounds, 1.1% hits; AID 652115; in the data active = inhibition above about 15%
Target sequence (Q9NXA8 whole entry, looked up): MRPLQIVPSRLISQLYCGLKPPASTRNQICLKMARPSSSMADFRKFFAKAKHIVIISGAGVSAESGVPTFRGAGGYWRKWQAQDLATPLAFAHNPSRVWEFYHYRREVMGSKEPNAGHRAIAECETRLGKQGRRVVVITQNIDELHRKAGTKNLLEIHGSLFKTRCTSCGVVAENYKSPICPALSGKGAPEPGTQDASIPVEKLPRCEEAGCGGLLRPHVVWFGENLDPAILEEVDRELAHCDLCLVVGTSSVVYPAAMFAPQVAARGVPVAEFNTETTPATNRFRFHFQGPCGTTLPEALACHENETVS
Casp6 inh: inhibitors of human caspase-6. inhibition, % at 12.5 µM. purified caspase-6, Z-VEID-R110 cleavage fluorescence. P55212. 350,000 compounds, 0.53% hits;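 active = mean inhibition across replicates at least about 35%, with every replicate also reaching that limit, limit read from the data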;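 note: 0% = median of neutral control wells and 100% = no fluorescence left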
Target sequence (P55212 24-179 limits assumed): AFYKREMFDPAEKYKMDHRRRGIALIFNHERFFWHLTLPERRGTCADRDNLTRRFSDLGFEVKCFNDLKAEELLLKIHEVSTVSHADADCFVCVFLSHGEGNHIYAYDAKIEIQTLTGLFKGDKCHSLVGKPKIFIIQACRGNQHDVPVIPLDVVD
Target sequence (P55212 194-293 limits assumed): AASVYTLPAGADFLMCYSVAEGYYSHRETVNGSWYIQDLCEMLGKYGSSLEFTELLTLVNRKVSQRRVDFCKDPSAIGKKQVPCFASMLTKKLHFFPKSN
FN deposition inh: fibronectin deposition inhibition | AID 743247 | inhibition, % at 12.6 µM | 350,000 compounds, 0.086% hits | AH1F fibroblasts, Alexa488-fibronectin deposition fluorescence, overnight;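 active = mean inhibition across replicates of 30% or more, regardless of how many single replicates reach that level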;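 note: positive control wells lacked labelled fibronectin entirely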
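Material – AH1F fibroblast monolayer, labelled fibronectin deposition · Reagent – labelled fibronectin 24 nM · Timing – 1 h adhesion, overnight exposure · Measured by – fluorescence at 485 nm excitation, 525 nm emission · Read-out – inhibition of fibronectin deposition signal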
Numbers without * were called inactive; / = not tested or not shown. This is a subset; count on the stated rates, not on these rows.

molecule	esBAF inh	Casp6 inh	LGR2 inh	S100A4 inh HTS	FN deposition inh	C2C12 statin	SIRT5 inh
Cc1cc(C)nc(NS(=O)(=O)c2ccc(N3C(=O)c4ccccc4C3=O)cc2)n1	/	0	-4	-7	1	/	-5
O=C(N/N=C/c1ccc[nH]1)c1ccc([N+](=O)[O-])cc1	/	-3	/	-1	-10	/	-3
CCCNC(=O)COC(=O)c1cc(-c2ccc(OC)cc2)nc2ccccc12	/	-1	-3	1	-2	/	-3
COc1ccc(CCNC(=O)Cn2c(=O)n(CCCC(=O)NCc3ccco3)c(=O)c3sccc32)cc1OC	4	-2	6	9	6	5	0
N#Cc1ccc(S(=O)(=O)NC2CCCCNC2=O)cc1 (stereo not given)	-4	2	23	36	-3	-8	1
Cc1ccc(S(=O)(=O)Nc2ccc3c(c2)CC(=O)N([C@H](C)CO)C[C@@H](C)[C@@H](CN(C)Cc2ccc(C(=O)Nc4ccccc4N)cc2)O3)cc1	5	/	-3	-46	/	-7	1
Cc1ccc(CN(C)C(=O)CCc2nc3sc4c(c3c(=O)[nH]2)CCCC4)o1	/	7	7	-8	-5	/	2
O=C(OCc1nc2ccccc2c(=O)[nH]1)c1cccs1	7	/	/	/	-4	3	/
CC1(C)Oc2ccc3ccc(=O)oc3c2CC1O (stereo not given)	-7	1	4	-2	1	2	-10
Cc1ccc(CNC(=O)COc2cccc3c2OC(C)(C)C3)cc1	22	3	6	-1	0	1	-1
C=C1CCN(c2ccc(C(=O)NCCC)cc2[N+](=O)[O-])CC1	15	2	-10	0	-4	2	1
O=C(O)c1c2c(nc3ccc(S(=O)(=O)N4CCC(C(=O)NCc5ccccc5)CC4)cc13)CCCC2	-8	19	-6	-3	-2	6	3
CC(=O)c1ccc(NC(=O)C2=CC(c3ccc4c(c3)OCO4)=NS(=O)(=O)N2C)cc1	-2	2	-9	0	1	5	-1
O=C(O)C1CCCN(S(=O)(=O)c2ccc(Cl)s2)C1 (stereo not given)	-2	-2	-1	-2	2	-5	/
CCN(C(=S)Nc1cc(S(=O)(=O)N2CCOCC2)ccc1Cl)c1cccc2ccccc12	/	1	12	1	1	/	-3
Cc1noc(C)c1NC(=O)N(C)C[C@@H]1OCCCC[C@@H](C)Oc2ccc(NS(=O)(=O)c3ccccc3)cc2C(=O)N([C@@H](C)CO)C[C@H]1C	2	-1	-12	0	-10	/	-2
CN1CCN(C(=O)C[C@@H]2C[C@@H]3c4cc(NC(=O)Nc5ccccc5F)ccc4O[C@@H]3[C@H](CO)O2)CC1	1	/	11	/	17	-1	/
C=CC(C)N1C(=O)S/C(=C\c2ccc(N3CCOCC3)cc2C)C1=O (stereo not given)	/	5	-33	19	/	/	-5
Cc1noc(C)c1COC(=O)c1cccc(N(C)C)c1	/	1	-30	-3	0	/	-3
COc1cc(/C=N/NC(=O)c2ccccc2O)ccc1OC(=O)CC1SC(=O)NC1=O (stereo not given)	15	1	-9	3	-5	-7	3
COc1ccc(NC(=O)CCCCC#Cc2ccccc2)cc1	30	0	7	-3	-13	10	/
O=C(CN1C(=O)c2ccccc2S1(=O)=O)Nc1ccc(S(=O)(=O)Nc2ncccn2)cc1	/	3	6	10	2	/	-1
CC1(C(=O)NS(=O)(=O)Cc2ccccc2C(F)(F)F)CCN1C(=O)Cc1cccs1 (stereo not given)	2	-2	-2	1	-2	3	-2
CCC(=NC(CC)CO)C1=C(O)CC(C)(C)CC1=O (stereo not given)	-1	/	-9	-1	/	16	1
CC(O)c1c(-c2ccccc2)nn(C)c1Cl (stereo not given)	/	0	5	-8	-5	/	-3
O=C(NCc1cccnc1)c1ccc2c(=O)n(CCCN3CCCC3=O)c(=S)[nH]c2c1	-1	/	/	/	-15	20	/
COc1ccc(COC(=O)C2=C(C)NC(=O)NC2c2ccccc2F)cc1 (stereo not given)	6	-5	20	-17	-8	10	2
Cc1ccc(CC2C(=O)N(c3ccc(C)cc3)C(=O)C2C)cc1 (stereo not given)	15	-4	/	8	1	3	-7
COc1ccc(CCNC(=O)CSc2nnc(CNc3ccc(Cl)cc3)o2)cc1OC	5	/	/	/	6	12	/
Cc1ccc(S(=O)(=O)Nc2ccc3c(c2)C(=O)N([C@H](C)CO)C[C@H](C)[C@@H](CN(C)C(=O)c2ccccc2)OCCCC[C@H](C)O3)cc1	11	1	-10	0	2	/	2
COC1=NC2=NCCN2C(OC)=N1	-1	-4	3	-2	-4	-3	-2
CCN1CCN(c2cc(C)nc(-c3ccccc3O)n2)CC1	/	1	13	-2	-7	/	/
CCOc1ccc(CCN2C(=S)N([C@@H](Cc3ccccc3)CN3CCC[C@@H]3CN3C(=S)NC[C@@H]3CC(C)C)C[C@@H]2Cc2ccccc2)cc1	/	2	16	-2	-2	/	-4
Cc1nc2scc(C)n2c(=O)c1S(=O)(=O)NCc1ccc(F)cc1	-6	0	-6	-1	-1	-7	-1
O=C1CCC(C(=O)OCC(=O)c2ccccc2)N1 (stereo not given)	13	-1	23	0	/	1	-4
CC1CC(=O)Nc2ccccc2N1C(=O)COc1ccccc1C(N)=O (stereo not given)	3	0	9	-2	-5	5	/
CC(=O)NCCC(=O)N(C)CC1CCN(CCc2cccc(C(F)(F)F)c2)CC1	0	-5	6	-33	-6	6	-5
CCCSc1nc(N)nc2c1ncn2C1OC(CO)C(O)C1O (stereo not given)	4	6	-5	3	-7	4	/
O=C(N[C@@H]1CC[C@@H](CCNS(=O)(=O)c2ccc(F)cc2)O[C@H]1CO)C1CCC1	-5	1	-10	-2	-6	-2	0
COc1ccc2cc(C(C)C(=O)N3CCC(C)CC3)ccc2c1 (stereo not given)	13	0	-4	-2	3	-6	3
Cc1cccc(NC(=O)[C@@H](NC(=O)[C@@H]2Cc3ccccc3CN2)C(C)C)c1	14	-2	7	-6	-2	-4	0
CCOC(=O)c1ccc(NC(=O)c2nc(S(=O)(=O)Cc3ccccc3)ncc2Cl)cc1	-41	8	-9	9	47*	-64	-3
OCC1(Cc2ccccc2)CCN(Cc2cnc(-c3cccc4ccccc34)nc2)CC1	/	-2	22	1	0	/	-3
O=C(C[C@H]1C=C[C@@H](NS(=O)(=O)c2ccc(F)cc2)[C@H](CO)O1)N1CCc2ccccc2C1	-1	4	8	-34	-10	3	-1
Cc1cccc(/N=C/c2c(C)[nH]n(-c3ccccc3)c2=O)n1	/	-1	4	6	-5	/	-3
O=C(CN1C(=O)NC2(CCCC2)C1=O)Nc1ccc(Cl)cc1C(F)(F)F	-3	3	8	3	-3	10	-2
CC(C)S(=O)(=O)C/C(N)=N/OS(=O)(=O)c1ccc(Cl)cc1	/	-2	3	-8	-13	/	1
Cc1ccc(N2NC(=O)/C(=C/c3ccc(-c4ccc(Cl)c(C(=O)O)c4)o3)C2=O)cc1	-8	22	-1	-3	-7	1	5

Filtered by structure: the compounds so far with an aryl thioether with sulfur outside any ring.
molecule	esBAF inh	Casp6 inh	LGR2 inh	S100A4 inh HTS	FN deposition inh	C2C12 statin	SIRT5 inh
COc1ccc(CCNC(=O)CSc2nnc(CNc3ccc(Cl)cc3)o2)cc1OC	5	/	/	/	6	12	/
CCCSc1nc(N)nc2c1ncn2C1OC(CO)C(O)C1O (stereo not given)	4	6	-5	3	-7	4	/

Next entries
molecule	esBAF inh	Casp6 inh	LGR2 inh	S100A4 inh HTS	FN deposition inh	C2C12 statin	SIRT5 inh
Cc1cccnc1C1=NOC(Cc2ccccc2)C(=O)N1CCOc1ccc(F)cc1 (stereo not given)	14	1	14	-4	-1	3	/
CCOc1ccc(C(=O)N[C@H](C(=O)O)C(C)C)cc1	-3	/	/	/	-13	2	/
COc1cccc(C(=O)C2CCCN(C/C=C/c3ccccc3OC)C2)c1 (stereo not given)	-7	3	-1	5	/	11	-3
CCCCN(C)C(=O)c1ccc(Nc2nc(C(N)Cc3ccccc3)cs2)nc1 (stereo not given)	3	3	-7	0	0	-44	0
CCC(=O)N[C@H]1C[C@@H]2O[C@@H](CO)CC[C@@H]2O[C@@H]1CCc1ccc(-c2cccc(OC)c2)cc1	/	2	/	-10	/	/	0
O=C(CN(C1CCCCC1)S(=O)(=O)c1ccc(Br)cc1)NCc1cccnc1	/	-1	33	-2	-3	/	1
O=C(NC1CCN(Cc2nnnn2CCc2ccccc2)CC1)c1ccccc1F	5	/	/	/	-3	2	/
c1ccc([C@H]2CNCCN2CCc2cccc3ccccc23)cc1	5	-5	-2	-8	0	-3	/
O=C1c2cc(S(=O)(=O)NCCCO)ccc2-c2ccc(S(=O)(=O)NCCCO)cc21	1	/	/	/	-24	-4	/
COc1ccc(NC(=O)CSc2nnc(NC(=O)C3CCC3)s2)cc1	-7	-2	17	-2	4	22	8
CC(=O)Nc1ccc(SCC(=O)N(CCC#N)c2cc(C)cc(C)c2)cc1	2	/	/	/	1	-4	/
CCCCN1CCc2c1nc1ccc(Br)cc1c2N	15	-4	-5	-2	/	-72	-5
CC1(C)S[C@@H]2[C@H](NC(=O)COc3ccccc3)C(=O)N2C1C(=O)OCC1CCCCC1 (stereo not given in full)	10	5	0	-5	7	-7	/
C[C@@H]1CCCCO[C@H](CN(C)Cc2ccc3c(c2)OCO3)[C@@H](C)CN([C@H](C)CO)C(=O)c2cc(NC(=O)Nc3cccc4ccccc34)ccc2O1	-2	/	-6	/	/	-38	/
Cn1c(=O)c([N+](=O)[O-])c(Oc2ccccc2)c2ccccc21	/	-4	6	2	-11	/	4
CCOc1ccc(C(=O)Nc2ccc(S(=O)(=O)N3CCN(C)CC3)cc2)cc1	-4	-3	/	0	9	-11	9
C[C@@H]1CN([C@H](C)CO)C(=O)Cc2cc(NC(=O)Cc3cn(C)c4ccccc34)ccc2O[C@@H]1CN(C)S(=O)(=O)c1cccs1	8	-1	-3	0	7	11	2
C[C@@H]1CN([C@H](C)CO)C(=O)c2cccc(NC(=O)c3cnccn3)c2O[C@@H]1CN(C)Cc1ccc(C(=O)Nc2ccccc2N)cc1	-25	-2	7	-3	0	18	15*
Cc1cc(C)c2c(c1)[C@@H]1C=CC[C@@H]1[C@H](c1ccc(S(=O)(=O)N3CCOCC3)cc1)N2	/	-3	2	0	-15	/	-4
O=C1CNC[C@@H]2[C@@H](c3ccc(C#Cc4cccnc4)cc3)[C@@H](CO)N12	/	0	24	3	0	/	0
Cc1occc(=O)c1OCc1ccc(F)cc1	-4	5	4	1	-5	9	-5
COc1ccc(C2CC(c3ccc(F)cc3)n3nc(NS(C)(=O)=O)nc3N2)cc1 (stereo not given)	/	4	-1	-5	-6	/	-2
COc1ccc(NC(=O)C2CCN(S(=O)(=O)c3c(C)noc3/C=C/N(C)C)CC2)cc1	2	3	-19	12	-5	36	2
CC(=O)N1CCc2cc(Br)cc(S(=O)(=O)CCC(=O)Nc3c(C)n(C)n(-c4ccccc4)c3=O)c21	-9	-2	-6	3	0	-2	9
COC(=O)[C@H](Cc1ccccc1)NC(=O)N1CCN(Cc2ccccc2)CC1	-8	/	/	/	-1	19	/
COc1ccc(C2C(C(=O)c3ccc(C)o3)=C(O)C(=O)N2Cc2cccnc2)cc1OC (stereo not given)	-7	/	18	-23	4	-6	0

Ordered by SMILES length (low to high): some entries from above.
molecule	esBAF inh	Casp6 inh	LGR2 inh	S100A4 inh HTS	FN deposition inh	C2C12 statin	SIRT5 inh
Cn1c(=O)c([N+](=O)[O-])c(Oc2ccccc2)c2ccccc21	/	-4	6	2	-11	/	4
COc1ccc(NC(=O)C2CCN(S(=O)(=O)c3c(C)noc3/C=C/N(C)C)CC2)cc1	2	3	-19	12	-5	36	2
CC(=O)N1CCc2cc(Br)cc(S(=O)(=O)CCC(=O)Nc3c(C)n(C)n(-c4ccccc4)c3=O)c21	-9	-2	-6	3	0	-2	9
